All columns: NCI-60 one-dose screen, growth in % after 48 h at 10 µM unless noted; 100 = growth as untreated, 0 = no growth, -100 = all killed.
NCI-H460: NCI-H460 lung cancer. 82,000 compounds, 6.8% hits. AID 1794736
UO-31: UO-31 renal cancer; AID 1794768; 81,000 compounds, 5.2% hits
786-0: 786-0 renal cancer cells. 81,000 compounds, 5.1% hits
CAKI-1: CAKI-1 renal cancer; 75,000 compounds, 4.7% hits
RXF 393: RXF 393 renal cancer cells | 77,000 compounds, 6.9% hits | AID 1794773
ACHN: ACHN renal cancer. 81,000 compounds, 4.9% hits
NCI-H322M: NCI-H322M lung cancer; 80,000 compounds, 2.7% hits; AID 1794733
TK-10: TK-10 renal cancer cells; 81,000 compounds, 3.9% hits; AID 1794769
NCI-H522: NCI-H522 lung cancer | 78,000 compounds, 8% hits
Starred values were filed as active, the others as inactive; & = joins results of further samples; ! = not active in a repeat. How the source made its calls: active means growth percent below 10; inactive means the rest.

Screening c1ccc(NC2=NCCN2)nc1 returned NCI-H460 107, UO-31 110, 786-0 109, CAKI-1 102, RXF 393 136, ACHN 100, NCI-H322M 124, TK-10 101 and NCI-H522 92.
Screening CC1(C)CC2CCC(O)C2C(CCO)N1 (stereo not drawn) returned NCI-H460 105, UO-31 87, 786-0 98, CAKI-1 93, RXF 393 106, ACHN 96, NCI-H322M 106, TK-10 101 and NCI-H522 102.
`Cc1cc[c-]cc1.Fc1c[c-]c(-c2ccccn2)c(F)c1.N#CCC[PH+](CCC#N)c1ccccc1.[Pt+2]` gave NCI-H460 43, UO-31 25, 786-0 49, CAKI-1 15, RXF 393 -36*, ACHN 6.9*, NCI-H322M 79, TK-10 106 and NCI-H522 16.
COc1ccc2c(ccc3oc([N+](=O)[O-])cc32)c1 was read as NCI-H460 -3.4*, UO-31 -13*, 786-0 -2.3*, CAKI-1 5.9*, RXF 393 -64*, ACHN 2.8*, NCI-H322M -11*, TK-10 -15* and NCI-H522 -52*.
CCC(C#N)c1ccccc1 (stereo not drawn) was read as NCI-H460 106&99, UO-31 100&95, 786-0 91&85, CAKI-1 105&99, RXF 393 97&99, ACHN 101&104, NCI-H322M 97&104, TK-10 100&102 and NCI-H522 90&134.
N#Cc1nn(-c2c(Cl)cc(C(F)(F)F)cc2Cl)c(N)c1S(=O)C(F)(F)F (stereo not drawn) was read as NCI-H460 111, UO-31 70, 786-0 94, CAKI-1 77, RXF 393 107, ACHN 87, NCI-H322M 96, TK-10 105 and NCI-H522 69.
Screening C[C@]12CC[C@H]3[C@@H](C[C@@H]4SC(Nc5ccccc5)=N[C@@]45C/C(=N/O)CC[C@]35C)[C@@H]1CCC2=O returned NCI-H460 56, UO-31 92, 786-0 18, CAKI-1 59, RXF 393 29, ACHN 60, NCI-H322M 94, TK-10 102 and NCI-H522 72.
Screening Nc1nc(N)c(-c2ccc(Cl)cc2)c(COc2cccc(NC(=O)c3cccc(S(=O)(=O)F)c3)c2)n1 returned NCI-H460 103, UO-31 68, 786-0 83, CAKI-1 83, RXF 393 93, ACHN 95, NCI-H322M 97, TK-10 93 and NCI-H522 101.
Cc1ncc(C(=O)O)n1C(C)c1ccccc1 (stereo not drawn) was read as NCI-H460 104, UO-31 93, 786-0 118, CAKI-1 90, RXF 393 100, ACHN 106, NCI-H322M 99, TK-10 97 and NCI-H522 83.
For O=C(O)c1cc(S(=O)(=O)F)c2ccccc2c1O the results were NCI-H460 107, UO-31 70, 786-0 96, CAKI-1 96, RXF 393 114, ACHN 99, NCI-H322M 95, TK-10 105 and NCI-H522 88.
O=C(Nc1ccccc1)c1c(O)[nH]c(=O)[nH]c1=O was read as NCI-H460 106&102, UO-31 96&90, 786-0 99&104, CAKI-1 77&109, RXF 393 107, ACHN 89&100, NCI-H322M 97&101, TK-10 98&109 and NCI-H522 108&94.
`CC(=O)c1ccc(Cl)cc1` gave NCI-H460 107, UO-31 77, 786-0 108, RXF 393 126, ACHN 114, NCI-H322M 122, TK-10 137 and NCI-H522 86.
For C#CC[Se]C(=O)c1ccc2n[se]nc2c1 the results were NCI-H460 64, UO-31 23, 786-0 63, CAKI-1 71, RXF 393 71, ACHN 36, NCI-H322M 12, TK-10 65 and NCI-H522 52.
`OC(c1ccc(Cl)cc1)C(Cl)(Cl)Cl` (stereo not drawn) gave NCI-H460 104, UO-31 93, 786-0 94, CAKI-1 95, RXF 393 101, ACHN 94, NCI-H322M 109, TK-10 103 and NCI-H522 91.
`C#CCOc1cc2c(cc1CC=C)OCO2` gave NCI-H460 102, UO-31 99, 786-0 91, CAKI-1 100, ACHN 104, NCI-H322M 114, TK-10 93 and NCI-H522 69.
`CN[C@@H](c1ccccc1)[C@H](O)c1ccccc1` gave NCI-H460 106, UO-31 88, 786-0 98, CAKI-1 91, RXF 393 104, ACHN 103, NCI-H322M 105, TK-10 108 and NCI-H522 102.
Screening C/C=C/CC1(CC)C(=O)NC(=S)NC1=O returned NCI-H460 109, UO-31 84, 786-0 109, CAKI-1 86, RXF 393 102, ACHN 108, NCI-H322M 102, TK-10 116 and NCI-H522 108.
For O=C(CI)Nc1ccc(Br)cc1 the results were NCI-H460 95, UO-31 -82*, 786-0 91, CAKI-1 -68*, RXF 393 26, ACHN -80*, NCI-H322M 95, TK-10 -81* and NCI-H522 -85*.
Screening C[C@]12CCC(O)CC1=CCC1C2CC[C@]2(C)C(=O)/C(=C/c3cnc[nH]3)CC12 (stereo partly drawn) returned NCI-H460 111, UO-31 83, 786-0 88, CAKI-1 88, RXF 393 108, ACHN 107, TK-10 105 and NCI-H522 87.
`CCCCC1CO1` (stereo not drawn) gave NCI-H460 103, UO-31 96, 786-0 92, CAKI-1 96, RXF 393 111, ACHN 94, NCI-H322M 108 and TK-10 95.

2 entries drawn at random from the list so far:
Screening C/C=C/CC1(CC)C(=O)NC(=S)NC1=O returned NCI-H460 109, UO-31 84, 786-0 109, CAKI-1 86, RXF 393 102, ACHN 108, NCI-H322M 102, TK-10 116 and NCI-H522 108.
Cc1ncc(C(=O)O)n1C(C)c1ccccc1 (stereo not drawn) was read as NCI-H460 104, UO-31 93, 786-0 118, CAKI-1 90, RXF 393 100, ACHN 106, NCI-H322M 99, TK-10 97 and NCI-H522 83.

(next part)
Screening O=C(O)CSc1ccc(N=Cc2ccc(N(CCCl)CCCl)cc2)cc1 returned NCI-H460 24, UO-31 82, 786-0 52, RXF 393 57, ACHN 69, NCI-H322M 104, TK-10 91 and NCI-H522 70.
O=C1C=C(Cl)C(=O)C(Cl)=C1 was read as NCI-H460 103, UO-31 85, 786-0 115, RXF 393 111, ACHN 104, NCI-H322M 114, TK-10 150 and NCI-H522 86.
For CC1(C(=O)O)CC12c1ccccc1-c1ccccc12 (stereo not drawn) the results were NCI-H460 112, UO-31 86, 786-0 100, CAKI-1 112, RXF 393 96, ACHN 103, TK-10 90 and NCI-H522 86.
CC(Cc1ccccc1)NC(=O)/C=C/C(=O)O (stereo not drawn) was read as NCI-H460 102, UO-31 82, 786-0 102, CAKI-1 101, RXF 393 102, ACHN 98, NCI-H322M 94 and TK-10 96.
`CC(=O)O[C@@H]1[C@@H]2O[C@H]2[C@@](C)(O)C(=O)[C@@H](C)C/C=C/[C@H]2[C@@H]3O[C@]3(C)[C@@H](C)C3[C@H](Cc4ccccc4)NC(=O)[C@@]312` (stereo partly drawn) gave NCI-H460 29, UO-31 25, 786-0 24, RXF 393 20, ACHN 40, NCI-H322M 92, TK-10 -8.9* and NCI-H522 18.
Screening CC12CCC3C(C(=O)CC4CC(O)CCC43C)C1CCC2=O (stereo not drawn) returned NCI-H460 114, UO-31 85, 786-0 92, CAKI-1 105, RXF 393 112, ACHN 104, NCI-H322M 108, TK-10 106 and NCI-H522 87.
Screening CC1CN1P1(=O)OCC(C)([N+](=O)[O-])CO1 (stereo not drawn) returned NCI-H460 111, UO-31 99, 786-0 103, CAKI-1 106, RXF 393 125, ACHN 103, NCI-H322M 132, TK-10 118 and NCI-H522 123.
O=C(CCl)NCNC(=O)CCl was read as NCI-H460 103, UO-31 94, 786-0 107, CAKI-1 57, RXF 393 107, ACHN 94, NCI-H322M 100 and TK-10 105.
COC(=O)C12CCc3c(ccc4cc(OC)ccc34)C1=CC(=O)C2 (stereo not drawn) was read as NCI-H460 108, UO-31 92, 786-0 97, CAKI-1 85, RXF 393 112, ACHN 102, NCI-H322M 98, TK-10 110 and NCI-H522 98.
For O=CN1N=C(c2ccc(Br)cc2)CC1c1sc(N(CCCl)CCCl)nc1Cl (stereo not drawn) the results were NCI-H460 100, UO-31 76, 786-0 91, CAKI-1 77, RXF 393 107, ACHN 92, NCI-H322M 76, TK-10 102 and NCI-H522 68.
CCN(CC)CCOC(=O)C(OC)(c1ccccc1)c1ccccc1 was read as NCI-H460 106, UO-31 84, 786-0 95, CAKI-1 97, RXF 393 115, ACHN 106, NCI-H322M 98, TK-10 92 and NCI-H522 88.
For O=C(c1ccccc1)C(Br)CN1CCOCC1 (stereo not drawn) the results were NCI-H460 102, UO-31 91, 786-0 103, CAKI-1 94, RXF 393 102, ACHN 109, NCI-H322M 112, TK-10 108 and NCI-H522 103.
C[C@]12CC[C@H]3[C@@H](C[C@@H]4SC(Nc5ccccn5)=N[C@@]45CC(=O)CC[C@]35C)[C@@H]1CCC2=O was read as NCI-H460 52, UO-31 58, 786-0 75, CAKI-1 54, RXF 393 77, ACHN 58, NCI-H322M 79, TK-10 86 and NCI-H522 61.
For Nc1cccc(P(=O)(O)O)c1 the results were NCI-H460 99, UO-31 78, 786-0 111, CAKI-1 94, RXF 393 109, ACHN 104, NCI-H322M 106, TK-10 100 and NCI-H522 81.
`COc1cc(/C=C\[N+](=O)[O-])ccc1O` gave NCI-H460 94&97, UO-31 70&45, 786-0 91&43, CAKI-1 74, RXF 393 56&23, ACHN 83&13, NCI-H322M 86, TK-10 87&23 and NCI-H522 -38*!.
For Cc1ncn2nc(NN)nc2n1 the results were NCI-H460 102, UO-31 86, 786-0 106, CAKI-1 91, RXF 393 98, ACHN 104, NCI-H322M 106, TK-10 104 and NCI-H522 92.
`CN1C(=O)C(=Cc2cn(-c3nc(N4CCOCC4)nc(N4CCOCC4)n3)c3ccccc23)C(=O)N(C)C1=O` gave NCI-H460 107, UO-31 89, 786-0 101, RXF 393 118, ACHN 104, NCI-H322M 86, TK-10 91 and NCI-H522 90.
O=C(c1ccccc1)C(F)(F)F was read as NCI-H460 107, UO-31 86, 786-0 99, CAKI-1 98, RXF 393 114, ACHN 103, NCI-H322M 105, TK-10 92 and NCI-H522 88.
CC1=C(C)CN2CC(C#N)=C(N)C2C1 (stereo not drawn) was read as NCI-H460 104, UO-31 92, 786-0 95, CAKI-1 94, RXF 393 108, ACHN 118, NCI-H322M 102 and TK-10 97.
`CNC(=O)Oc1ccccc1OC(=O)NC` gave NCI-H460 112, UO-31 78, 786-0 99, CAKI-1 103, RXF 393 112, ACHN 95, NCI-H322M 97, TK-10 92 and NCI-H522 93.
Screening CN(N=O)c1ccc([N+](=O)[O-])cc1 returned NCI-H460 105, UO-31 90, 786-0 97, CAKI-1 101, ACHN 108, NCI-H322M 91 and NCI-H522 88.

Molecules shown so far that contain four or more nitrogen atoms, in the order listed:
Screening c1ccc(NC2=NCCN2)nc1 returned NCI-H460 107, UO-31 110, 786-0 109, CAKI-1 102, RXF 393 136, ACHN 100, NCI-H322M 124, TK-10 101 and NCI-H522 92.
N#Cc1nn(-c2c(Cl)cc(C(F)(F)F)cc2Cl)c(N)c1S(=O)C(F)(F)F (stereo not drawn) was read as NCI-H460 111, UO-31 70, 786-0 94, CAKI-1 77, RXF 393 107, ACHN 87, NCI-H322M 96, TK-10 105 and NCI-H522 69.
Screening Nc1nc(N)c(-c2ccc(Cl)cc2)c(COc2cccc(NC(=O)c3cccc(S(=O)(=O)F)c3)c2)n1 returned NCI-H460 103, UO-31 68, 786-0 83, CAKI-1 83, RXF 393 93, ACHN 95, NCI-H322M 97, TK-10 93 and NCI-H522 101.
For O=CN1N=C(c2ccc(Br)cc2)CC1c1sc(N(CCCl)CCCl)nc1Cl (stereo not drawn) the results were NCI-H460 100, UO-31 76, 786-0 91, CAKI-1 77, RXF 393 107, ACHN 92, NCI-H322M 76, TK-10 102 and NCI-H522 68.
For Cc1ncn2nc(NN)nc2n1 the results were NCI-H460 102, UO-31 86, 786-0 106, CAKI-1 91, RXF 393 98, ACHN 104, NCI-H322M 106, TK-10 104 and NCI-H522 92.
`CN1C(=O)C(=Cc2cn(-c3nc(N4CCOCC4)nc(N4CCOCC4)n3)c3ccccc23)C(=O)N(C)C1=O` gave NCI-H460 107, UO-31 89, 786-0 101, RXF 393 118, ACHN 104, NCI-H322M 86, TK-10 91 and NCI-H522 90.

High-throughput results from PubChem.

The list is partial, so the mix of outcomes need not match the whole.
